From PubChem
HSP90 refold inh = HSP90 refolding inhibition in rabbit reticulocyte lysate; luciferase refolding luminescence, 3 h; inhibition, % at 5.6 µM; hit rate 0.91% among 290,000;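 active = inhibition above the screen-wide mean plus 3 SD, computed separately per campaign, cut at about 16% in these data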;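 note: 0% = DMSO wells and 100% = 60 µM geldanamycin wells; inhibitors lower the luminescence because luciferase stays unfolded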
AI-2 QS mod = modulates the Vibrio harveyi AI-2 quorum sensing system; AID 2094; activity change, % at 7.5 µM; hit rate 0.4% among 300,000; Vibrio harveyi JMH597 AI-2 luminescence/OD600 ratio, 9 h; active compounds read low; strain lacks LuxN and CqsS sensors; 0 = neutral-control median; in the data active = activity change below about -75%, passing the limit was not always enough; inconclusive = no clear call, values can overlap the other calls;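 note: luminescence divided by OD600 gain over 9 h not by final OD600 alone; inactives centre near 13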
aSyn 5UTR inh = 5' untranslated region of α-synuclein, MLPCN primary screen; hit rate 0.82% among 300,000; inhibition, % (tested at 7.5 µM); alpha-synuclein 5'UTR reporter, inhibitor activity; AID 1813; in the data active = inhibition above about 60%; inconclusive = no clear call, values can overlap the other calls;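 note: H4 neuroglioblastoma cells stably carrying SNCA 5'UTR luciferase fusion; 0% = DMSO wells and 100% = positive control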
HDAC3 inhib = inhibitors of human histone deacetylase 3; O15379; recombinant HDAC3, fluorogenic peptide/trypsin coupled, fluorescence; inhibition, % at 8.3 µM; hit rate 0.15% among 320,000; AID 2718; in the data active = inhibition above about 26%, passing the limit was not always enough; inconclusive = no clear call, values can overlap the other calls
Target sequence (O15379 whole entry, looked up): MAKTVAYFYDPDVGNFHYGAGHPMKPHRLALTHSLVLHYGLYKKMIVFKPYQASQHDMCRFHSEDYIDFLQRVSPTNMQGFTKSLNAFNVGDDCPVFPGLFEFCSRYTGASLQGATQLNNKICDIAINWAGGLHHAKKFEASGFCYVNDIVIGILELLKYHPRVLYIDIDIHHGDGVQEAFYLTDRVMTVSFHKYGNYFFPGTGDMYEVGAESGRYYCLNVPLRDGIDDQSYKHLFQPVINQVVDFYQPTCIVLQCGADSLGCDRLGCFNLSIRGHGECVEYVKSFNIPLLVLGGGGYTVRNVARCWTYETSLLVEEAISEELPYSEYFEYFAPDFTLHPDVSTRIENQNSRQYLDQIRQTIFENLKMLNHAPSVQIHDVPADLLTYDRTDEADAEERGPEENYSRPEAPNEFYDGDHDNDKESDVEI
HSF1 inhib = HSF1 inhibition; NIH3T3-HGL HSE-luciferase, MG132-induced, luminescence 8 h; active compounds read low; activity change, negative = inhibition, % at 7.5 µM (by protocol); hit rate 0.77% among 300,000;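 active = more than half of replicate wells show activity change below -50%, luminescence cut by over half; inconclusive = some wells, but at most half, below -50%; inactive = no replicate well below -50%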;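 note: luciferase reports HSF-1 transcriptional activity via heat shock element; 0% = median of DMSO wells and -100% = zero luminescence signal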
HSF-1 act = increases HSF-1 driven luciferase reporter signal | NIH3T3-HGL HSF-1 luciferase reporter, MG132, 8 h; 100% = twice DMSO control signal | hit rate 1.7% among 300,000 | activation, % at 9 µM;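 active = mean replicate activation of at least 50% with a set share of replicates each reaching 50%; inconclusive = only one of those two conditions met; inactive = mean below 50% and too few replicates reaching it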;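 note: 0% = median of the neutral control wells and 100% = twice that signal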
HIF activator = HIF pathway transcriptional activation. U2OS HRE-luciferase reporter, luminescence; normalized: DMSO 0%, desferrioxamine 100%. activation, % at 7.5 µM (by protocol). hit rate 0.32% among 300,000;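 active = mean activation of at least 10% of the iron chelator positive control signal, with at least half of replicates also reaching 10%; inconclusive = mean and replicate majority disagree about reaching 10%; inactive = mean and most replicates under 10%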
IEC-6 tox = kills IEC-6 intestinal cells in KLF5 counter-screen; IEC-6 cytotoxicity, luminescence viability; hit rate 0.78% among 290,000; inhibition, % at 5 µM; in the data active = inhibition above about 22%;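 note: 0% = plate median of test compound wells and 100% = cytotoxic reference compound wells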
Platelet DG rel = modulates dense granule release in human platelets | human platelet-rich plasma, SFLLRN dense granule ATP release, luminescence | inhibition, %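 (compounds screened at 7.5 µM in platelet-rich plasma)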 | hit rate 0.22% among 300,000 | AID 1663;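 active = mean replicate score, as percent of positive control, at or above 50; inconclusive = mean below 50 but at least one replicate at or above 50; inactive = mean and every replicate below 50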
KLF5 inh = suppresses KLF5 promoter-driven expression; DLD-1 KLF5 promoter-luciferase reporter, luminescence; inhibition, % at 5 µM; hit rate 0.23% among 290,000; AID 1700;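 active = inhibition above a per-plate limit of that plate's mean compound inhibition plus 3 SD, cut at about 60% in these data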;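 note: 0% = DMSO wells and 100% = LY294002 at 200 µM; higher means less KLF5 promoter-driven luciferase light; inactives centre near -14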
* = called active by the depositor; ? = inconclusive; · = not tested or not shown. Not all compounds are listed; the hit share may differ from the screen's.

SMILES	HSP90 refold inh	AI-2 QS mod	aSyn 5UTR inh	HDAC3 inhib	HSF1 inhib	HSF-1 act	HIF activator	IEC-6 tox	Platelet DG rel	KLF5 inh
O=C1CNC(c2ccccc2Cl)c2cc(Br)ccc2N1 (stereo not given)	-1.4	19.5	8.4	2.8	13.7	24.0	1.9	7.1	-4.7	5.9
Cc1c(C)c2ccc(OCC(=O)N3C[C@H]4C[C@@H](C3)c3cccc(=O)n3C4)cc2oc1=O	-3.4	12.9	1.9	-21.5	4.1	15.4	0.0	-8.1	-1.8	-14.0
O=C(c1ccccc1)c1cn(CC(=O)N2CCCC2)c2ccccc12	0.3	13.0	-10.6	0.0	-0.1	-23.1	-0.4	-1.2	2.9	-37.3
Cc1ccccc1N1C(=O)NC(=O)/C(=C\c2cnn(-c3ccccc3)c2)C1=O	6.3	22.7	-13.8	-3.7	-8.9	-4.2	0.2	-4.7	28.8	-12.3
O=C(/C=C/c1ccccc1)NC(=S)N1C[C@H]2C[C@H](C1)c1cccc(=O)n1C2	2.7	-0.3	-10.1	1.9	1.0	3.1	-0.1	-2.6	1.9	0.5
Cc1ccc(OCC(=O)N2CCN(Cc3ccc4c(c3)OCO4)CC2)cc1C	1.8	18.3	7.9	-6.0	-1.6	3.4	0.2	-1.5	1.6	-1.2
CC(=O)Nc1cc(C(=O)N2CCC3(CC2)OCCO3)ccc1Sc1ccc(F)cc1	0.5	14.5	·	-4.7	·	·	·	-1.1	·	2.0
CCOc1cc(/C=C2\C(=O)NC(=O)N(CCc3ccc(F)cc3)C2=O)ccc1O	38.0*	31.0	-11.1	3.1	-1.8	-3.1	-0.3	3.5	4.4	-36.9
COc1cc2c(cc1OC)-c1c(OC)c(OC)cc3c1C(C2)N(C)CC3 (stereo not given)	6.3	12.6	26.9	-6.2	3.6	18.1	-0.5	17.8	0.9	-6.9
Cn1c(O)c(C=NCCOc2ccc(Cl)cc2)c(=O)n(C)c1=O	-1.1	0.4	-0.8	0.9	4.2	24.5	0.0	-2.9	-0.7	-28.0
Cc1ccc(N(C)C(=O)Oc2cccc3ccc(C)nc23)cc1	1.4	1.4	0.0	4.2	18.4	43.0	0.3	2.5	3.8	9.5
O=C(Nc1ccc(Cl)cc1)OC1CN2CCC1CC2 (stereo not given)	-3.1	21.9	-114.1	-19.7	8.6	-6.3	3.6	1.1	-5.7	-53.2
CCCCCOc1ccc(C)cc1CN(CCCl)CCCl	2.4	3.4	-12.6	-4.4	-4.9	11.3	0.0	-3.4	15.3	-18.1
Cc1ccc(-c2cc(C(F)F)n3ncc(C(=O)N4CCC5(CC4)OCCO5)c3n2)cc1	1.5	·	39.1	-6.9	-4.7	-25.2	0.2	13.7	20.0	-4.2
CSc1ncc(/C=C2/C(=O)NC(=O)N(C)C2=O)cn1	-1.7	18.4	5.5	-1.3	-3.8	2.9	-0.5	0.1	6.4	-9.4
Cc1ccc(C(=O)N/C(=C\Cl)P(=O)(c2ccccc2)c2ccccc2)cc1	-5.6	19.9	-4.3	4.8	1.8	5.9	0.1	-1.7	-2.6	-9.2
COc1ccccc1N=Nc1c(O)[nH]c(=S)[nH]c1=O	-7.9	41.9	20.3	11.6	2.2	8.1	-0.7	-0.1	-6.1	-34.2
COc1ccccc1CN1CCCC(C(=O)c2ccccc2OC)C1 (stereo not given)	0.8	3.3	6.5	-0.2	0.8	7.1	-0.8	-4.5	1.2	-23.2
COc1ccc(NC(=O)CN2C3CCC2CC(O)(c2cccnc2)C3)cc1OC (stereo not given)	-2.5	3.1	19.3	0.2	-2.9	0.9	-0.5	1.8	15.0	-29.4
NC(=O)Cn1cc(C(=O)c2ccccc2)c2ccccc21	0.1	5.3	16.8	?	-2.8	-15.3	-0.6	4.1	-5.8	-68.4
CCN1CCN(Cc2cc(Br)ccc2O)CC1	3.6	9.9	7.8	-6.7	-0.2	-3.1	-0.7	1.3	7.7	-27.8
CN1C(=O)C(C2c3ccccc3C(=O)N2Cc2ccccc2)C(=O)N(C)C1=O (stereo not given)	-0.9	31.1	12.3	-5.5	-3.4	7.0	0.4	-4.8	-13.0	-25.6
CCOC(=O)C1CCN(C(C)C(=O)c2c[nH]c3ccccc23)CC1 (stereo not given)	1.8	5.4	4.7	-4.8	2.2	15.5	-10.6	-5.7	-7.0	-19.4
COc1ccc(CNCCc2ccc(Cl)cc2Cl)cc1	-4.7	13.1	9.2	-4.2	-9.0	-1.0	-1.1	-5.1	-8.9	-17.6
CN(C)C(=O)Oc1ccc([N+](=O)[O-])cc1	5.1	15.4	13.5	-1.2	-6.8	-22.7	-0.3	6.6	-1.9	-7.3
CCN(CC)CCN=Cc1c(O)n(CCC2=CCCCC2)c(=O)[nH]c1=O	3.2	27.3	-13.4	-13.1	2.7	-6.6	0.3	-3.8	-1.3	-13.5
Cc1nonc1-c1nc(-c2nonc2N)n[nH]1	-2.7	52.7	-17.3	-6.1	0.3	-8.5	-0.2	1.2	-1.0	-12.3
OC(CN1CC=C(c2ccccc2)CC1)c1ccccc1 (stereo not given)	-0.2	20.0	6.7	-0.8	1.3	-15.1	0.5	0.8	-0.4	13.3

Some of these compounds in order of molar mass, highest first:
SMILES	HSP90 refold inh	AI-2 QS mod	aSyn 5UTR inh	HDAC3 inhib	HSF1 inhib	HSF-1 act	HIF activator	IEC-6 tox	Platelet DG rel	KLF5 inh
CC(=O)Nc1cc(C(=O)N2CCC3(CC2)OCCO3)ccc1Sc1ccc(F)cc1	0.5	14.5	·	-4.7	·	·	·	-1.1	·	2.0
COc1ccc(NC(=O)CN2C3CCC2CC(O)(c2cccnc2)C3)cc1OC (stereo not given)	-2.5	3.1	19.3	0.2	-2.9	0.9	-0.5	1.8	15.0	-29.4
O=C(/C=C/c1ccccc1)NC(=S)N1C[C@H]2C[C@H](C1)c1cccc(=O)n1C2	2.7	-0.3	-10.1	1.9	1.0	3.1	-0.1	-2.6	1.9	0.5
COc1cc2c(cc1OC)-c1c(OC)c(OC)cc3c1C(C2)N(C)CC3 (stereo not given)	6.3	12.6	26.9	-6.2	3.6	18.1	-0.5	17.8	0.9	-6.9
O=C1CNC(c2ccccc2Cl)c2cc(Br)ccc2N1 (stereo not given)	-1.4	19.5	8.4	2.8	13.7	24.0	1.9	7.1	-4.7	5.9
COc1ccccc1CN1CCCC(C(=O)c2ccccc2OC)C1 (stereo not given)	0.8	3.3	6.5	-0.2	0.8	7.1	-0.8	-4.5	1.2	-23.2
O=C(c1ccccc1)c1cn(CC(=O)N2CCCC2)c2ccccc12	0.3	13.0	-10.6	0.0	-0.1	-23.1	-0.4	-1.2	2.9	-37.3
CCOC(=O)C1CCN(C(C)C(=O)c2c[nH]c3ccccc23)CC1 (stereo not given)	1.8	5.4	4.7	-4.8	2.2	15.5	-10.6	-5.7	-7.0	-19.4
CCN1CCN(Cc2cc(Br)ccc2O)CC1	3.6	9.9	7.8	-6.7	-0.2	-3.1	-0.7	1.3	7.7	-27.8
CSc1ncc(/C=C2/C(=O)NC(=O)N(C)C2=O)cn1	-1.7	18.4	5.5	-1.3	-3.8	2.9	-0.5	0.1	6.4	-9.4
